# Compound activity as filed in PubChem BioAssay.
# Growth percent in the NCI-60 one-dose screen (48 h, 10 µM unless noted): 100 = growth as untreated, 0 = no growth, -100 = all killed.
# HOP-92 = HOP-92 NSCLC cells; hit rate 6.3% among 71,000
# EKVX = EKVX NSCLC; AID 1794765; hit rate 3% among 71,000
# HOP-62 = HOP-62 NSCLC. hit rate 3.9% among 80,000. AID 1794735
# K-562 = K-562 leukemia; hit rate 7.4% among 78,000; AID 1794777
# RPMI-8226 = RPMI-8226 leukemia cells. hit rate 7.5% among 77,000
# SR = SR leukemia cells. AID 1794780. hit rate 8.7% among 73,000
# MOLT-4 = MOLT-4 leukemia cells; hit rate 6.9% among 80,000
# CCRF-CEM = CCRF-CEM leukemia | hit rate 7% among 77,000
# An asterisk follows results filed as active; · = not tested or not shown; & = joins results of further samples. The calls were made as follows: active = growth percent below 10; inactive = the rest.
SMILES,HOP-92,EKVX,HOP-62,K-562,RPMI-8226,SR,MOLT-4,CCRF-CEM
OC12Cc3ccccc3C1=NN(c1ccccc1)C2c1ccccc1 (stereo unspecified),67,94,95,74,84,78,76,86
Cc1ccc2nc(-c3ccc(N(C)C)c(Br)c3)cn2c1,126,79,93,29,71,·,29,·
COc1ccc(CN2C(=O)/C(=C\c3cc(OC)c(OC)c(OC)c3)c3cc(OC)ccc32)cc1,38,14,17,1.9*,-36*,-31*,-25*,·
COc1ccc(/C=C/c2nc3ccccc3n3c(-c4ccc(Cl)cc4)nnc23)cc1,69,89,97,72,81,60,73,78
CCC(=O)COC(C)=O,79,·,119,103,102,113,117,96
CC(C[N+](C)(C)C)OC(N)=O (stereo unspecified),107,119,106,100,89,97,106,100
COc1cc(/C=C/C(=O)N2CCN(C(=O)c3cc(OC)c(OC)c(OC)c3)CC2)ccc1OCCCOc1cc2c(cc1OC)C(=O)N1CCC[C@H]1C=N2,-37*,8.0*,9.3*,1.0*,15,-15*,7.6*,-1.2*
CC1=C(CCN2CCN(c3ccccc3)CC2)C(=O)N2N=C(c3ccc(Cl)cc3)SC2N1 (stereo unspecified),118,87,113,103,106,90,104,107
CC(O)CNC(Cc1ccccc1)c1ccc2c(c1)OCO2 (stereo unspecified),67,97,61,90,90,101,95,96
CC(=O)Oc1c(C)cccc1C(=O)O,116,105,100,95,111,105,110,104
COC(=O)c1nc(N)nc(C(=O)OC)c1C(=O)c1ccncc1,101,105,113,112,113,112,132,106
O=C1NC(=O)/C(=C\c2ccccc2O)S1,66,·,93,94,103,77,105,97
COc1ccc(-c2cc(/C=C3\C(=O)Nc4cc(Cl)ccc43)[nH]n2)cc1,52,·,45,13,20,19,22,19
CS(=O)(=O)c1ccc(-c2nc3ccccc3n2CC(=O)c2n[nH]c(=S)o2)cc1,94,100,103,113,108,107,109,106
N#Cc1nn(-c2ccccn2)c(N)c1C#N,101,94,97,94,110,86,93,105
CCOC(=O)c1c[nH]c(CN)c1C,94,94,88,106,92,99,92,83
COC(=O)C(Cc1cccc(-c2ccc(CO)nc2)c1)NC(=O)OCc1ccccc1 (stereo unspecified),88,92,99,84,92,99,100,91
O=C(NC1CCCCC1)N(c1ccccc1)c1nnc(-c2cccc([N+](=O)[O-])c2)s1,75,·,91,94,86,85,90,87
Cn1cc(-c2nonc2-c2c[nH]c3ccc(Br)cc23)c2cccnc21,70,64,89,41,75,56,59,80
CC(C)c1nn(-c2ccccc2)c(-n2ccnc2)c1/C=N/NC(N)=S,79,84,91,94,104,93,92,103
O=C1/C(=C/c2ccccc2CO)NC(=S)N1c1ccccc1,95,90,103,98,92,102,101,97
CC(=O)Nc1ccc(NC(=O)CSc2nnc(Cc3ccccc3Nc3c(Cl)cccc3Cl)o2)cc1,117,99,124,92,102,119,108,97
Cc1[nH]c(=O)[nH]c(=O)c1Br,102,106,104,98,111,78,94,107
C=C1CC[C@@H]2[C@](C)(COC(C)=O)[C@H](OC(C)=O)CC[C@@]2(C)[C@@H]1CC(Nc1ccc(S(=O)(=O)Nc2ccc(Cl)nn2)cc1)C1=CCOC1=O (stereo partly specified),70,87,48,6.8*,-19*,-5.3*,0.4*,-10*
Cc1cc(NC(=O)c2ccc(-c3ccccc3)cc2)no1,37,·,91,27,34,33,49,41
Oc1ccc(/C=N/NC(=S)Nc2ccccc2)nc1,-0.6*,33,12,14,7.0*,-23*,-35*,6.3*
CCSc1nc(Cl)c(C#N)c(-c2ccc(F)cc2)n1,99,95,106,38,88,3.8*,48,50
CCOC(=O)[C@@H]1CSC(CC)=C(C(=O)O)N1,-35*,105,89,8.7*,-32*,-11*,-5.8*,-13*
CCOc1ccc(NC(N)=S)cc1,112,106,113,·,112,·,·,·
CCN1CCC2(CC1)OC(c1ccccc1)C(c1ccccc1)O2 (stereo unspecified),·,107,114,88,101,97,96,92
Cc1cccc(N(C)C(=S)Oc2ccc3ccccc3c2)c1,54,78&105,109&94,91&96,73&78,105,83&50,83&110
O=C1NN(C(=O)c2ccc(Cl)cc2)C(c2ccccc2)=N/C1=C\c1ccc(F)cc1,84,91,99,83,60,80,36,·
S=C(NNc1ncnc2ccccc12)Nc1ccccc1,105,102,106,98,106,95,99,103
CCCCCCCCCCCCCCCC(=O)OC/C=C(C)/C=C/C=C(C)/C=C/C1=C(C)CCCC1(C)C,·,98,122,103,112,·,97,113
CCOC(=O)CCCN1C/C(=C\c2ccccc2)C(=O)c2ccccc21,92,99,80,89,98,·,84,100
COc1ccc(-c2cnc3sc(C(=O)NNC(=O)c4ccc(Br)cc4)c(C)n23)cc1,113,99,99,108,109,99,95,95
Nc1nnc(-c2cc(=O)oc3ccc4ccccc4c23)s1,103,100,102,97,92,109,99,85
Clc1ccc(Cn2cc(CSc3nc4ccccc4s3)nn2)cc1Cl,83,100,87,94,93,102,96,96
C=CCC(=O)N[C@H](/C=C/C(=O)OCC)Cc1ccc(-c2cc(Cl)cc(Cl)c2)cc1,72,81,76,74,56,56,56,74
O=C(Nc1ccc(NC(=O)c2ccc(-n3c(=O)[nH]c4ccccc4c3=O)cc2)cc1)c1ccc(-n2c(=O)[nH]c3ccccc3c2=O)cc1,89,99,113,·,105,·,·,45

# The closing 2 records of the part before open the next one.
SMILES,HOP-92,EKVX,HOP-62,K-562,RPMI-8226,SR,MOLT-4,CCRF-CEM
C=CCC(=O)N[C@H](/C=C/C(=O)OCC)Cc1ccc(-c2cc(Cl)cc(Cl)c2)cc1,72,81,76,74,56,56,56,74
O=C(Nc1ccc(NC(=O)c2ccc(-n3c(=O)[nH]c4ccccc4c3=O)cc2)cc1)c1ccc(-n2c(=O)[nH]c3ccccc3c2=O)cc1,89,99,113,·,105,·,·,45
CCO/C=N/C1=C(C#N)C(c2ccc(F)cc2)c2sc3c(C)cccc3c2O1 (stereo unspecified),·,45,28,10,13,17,23,21
Nc1nc(SCc2ccco2)nc2nc[nH]c12,176,98,93,·,116,·,·,·
O=C(CCl)Nc1ccc2c(Nc3cc(O)ccc3Cl)ncnc2c1,-85*,-54*,-63*,-36*,-46*,-22*,-24*,-5.4*
O=C(CCn1c[n+](CC(=O)c2ccc(-c3ccccc3)cc2)c2ccccc21)Nc1cccc2cccnc12,·,62,94,23,3.2*,9.2*,48,36
Cc1cc(SC#N)cc(C)c1O,104&69,103&95,103&100,83,108&94,107,83,14
O=C(O)c1ccc(Cl)c2c1C(=O)c1ccccc1C2=O,85,96,112,105,96,101,98,96
C=CCOc1cccc(/C=C/C(=O)c2sc(N)nc2C)c1,102,·,112,92,80,78,84,48
c1ccc(C2Oc3ccccc3C3CC(c4ccco4)=NN32)cc1 (stereo unspecified),102,104,107,97,103,107,98,101
COc1ccc2c(c1)c(-c1noc(-c3cn(C)c4ncc(Br)cc34)n1)cn2C,95,89,95,98,107,89,97,107
COc1cccc(/C(C)=C(\C)C2CC2CCNS(=O)(=O)c2ccc(C)cc2)c1 (stereo unspecified),91,61,125,63,64,82,67,71
CSCCC1NC(=O)C(C(C)=Nc2ccccc2)=C1O (stereo unspecified),108,101,107,124,115,·,119,106
Nc1cc([N+](=O)[O-])ccc1OCc1ccccc1,81,58,114,85,86,85,72,91
C[C@@H]1C(=O)[C@]23C[C@H]1CC[C@@]21C(=O)OC[C@]12C(=O)C=CC(C)(C)[C@H]2O3,82,94,90,93,98,94,92,90
O=C(Cn1cc(CSc2nc3ccccc3o2)nn1)Nc1cc(Cl)cc(Cl)c1,99,113,101,101,115,106,124,·
COc1cccc(-c2nn(-c3ccccc3)cc2-c2ccnc(NCCCNC(=O)c3ccccc3)c2)c1,42,56,54,11,28,-20*,·,28
CCC(C)n1c(C)cc(=O)n1C(C)CC (stereo unspecified),·,·,106,96,107,96,98,98
CCCC(N)=O,107,·,98,107,·,104,109,99
CC(C)COC(=O)c1ccc(NC(=O)CN(C)c2ccccc2)cc1,84,103,102,85,84,90,83,89
N=C(N)c1ccc(Oc2ccc(C(=N)N)cc2)cc1,91,100,·,101,111,112,104,114
CCCNc1cc(=S)nc(N)[nH]1,91,105,100,124,107,·,131,108
Oc1c(-c2nnc(-c3ccccc3Cl)o2)sc2nnc(-c3ccccc3)c(-c3ccccc3)c12,55,58,51,·,40,35,36,28
OCC[N+]1(Cc2ccccc2)CCC(C2CC[N+](CCO)(Cc3ccccc3)CC2)CC1 (stereo unspecified),96,99,84,115,103,120,107,95
CCCCNC(C(=O)c1ccc(OC)cc1)c1ccc(OC)cc1 (stereo unspecified),47,86,74,97,94,88,96,100
COc1ccc(C#N)cc1,84,111,100,106,114,98,112,107
CC1(C)[C@@H](O)CC[C@]2(C)[C@H]3CC[C@@H]4[C@H]5[C@H](C(=O)/C=C/c6ccc(C=O)cc6)CC[C@]5(CO)CC[C@@]4(C)[C@]3(C)CC[C@@H]12,104,71,89,88,107,79,91,95
Cn1nc(NC(=O)C(F)(F)F)c2nccnc21,95,94,95,·,102,·,·,96
O=C1C2=C(Nc3cc(Cl)ccc3N2)OC1c1c[nH]c2ccc(COc3ccccc3)cc12 (stereo unspecified),42,55,-15*,80,59,85,77,64
COc1ccc(COc2ccc(Nc3nc(N)nc4[nH]c5ccc(O)cc5c34)cc2)cc1,68,71,92,·,50,42,52,55
CC1(O)CCCC1O (stereo unspecified),76,94,98,47,·,98,98,40
NC(N)=N/N=C/c1cccc([N+](=O)[O-])c1,99,107,·,93,93,96,95,100
CCOc1ccc2c(c1)sc1nc(-c3ccccc3)c(-c3ccc(OC)cc3OC)n12,·,77,104,49,71,77,75,88
CC(C)(C)OC(=O)N1CCC2(CC1)Oc1ccccc1[C@H]1CC(c3ccc(Br)cc3)=NN12,67,57,77,36,56,·,47,58
CC(=O)c1cnn(-c2cc(=O)[nH]c3ccc(C)cc23)c1C,96,96,93,102,104,101,101,99
CC(C)NC(=O)N1C(=O)CCC1NNC(=O)c1ccc([N+](=O)[O-])cc1 (stereo unspecified),109,110,106,99,110,95,99,104
COC(=O)CCC(=O)Nc1cccc(C(F)(F)F)c1,100,96,83,64,109,105,108,106
CC(C)=CCC[C@](C)(O)[C@H]1CC[C@]2(C)[C@@H]1CC[C@@H]1[C@@]3(C)C/C(=C/c4ccccc4)C(=O)C(C)(C)[C@@H]3CC[C@]12C,79,96,92,·,79,·,·,88
O=c1[nH]c2ccc(Oc3ncccn3)cc2c(=O)n1Cc1cccc(NC(=S)Nc2cccc(Cl)c2)c1,90,94,91,84,82,·,85,94
CCN(CC)CC#CCOC(=O)[C@]1(C)CCC[C@]2(C)[C@H]3C[C@H]4C(C(C)C)=C[C@]3(CC[C@H]21)[C@@H]1C(=O)CCC(=O)[C@@H]14,57,56,79,19,17,10,11,21
O=C1CC(c2ccc(Cl)cc2)Cc2oc3cc(O)c(O)cc3c21 (stereo unspecified),60,90,89,73,46,49,44,28
COc1ccc(C2c3ccccc3NC(=O)N2C2CCN(C)CC2)c(OC)c1 (stereo unspecified),80,87,101,93,113,41,100,106

# Full records from above.
# Entry for Cn1nc(NC(=O)C(F)(F)F)c2nccnc21 = HOP-92 = 95; EKVX = 94; HOP-62 = 95; K-562 = ·; RPMI-8226 = 102; SR = ·; MOLT-4 = ·; CCRF-CEM = 96
# Entry for CC(C)NC(=O)N1C(=O)CCC1NNC(=O)c1ccc([N+](=O)[O-])cc1 (stereo unspecified) = HOP-92 = 109; EKVX = 110; HOP-62 = 106; K-562 = 99; RPMI-8226 = 110; SR = 95; MOLT-4 = 99; CCRF-CEM = 104
# Entry for COC(=O)CCC(=O)Nc1cccc(C(F)(F)F)c1 = HOP-92 = 100; EKVX = 96; HOP-62 = 83; K-562 = 64; RPMI-8226 = 109; SR = 105; MOLT-4 = 108; CCRF-CEM = 106

# Following part.
SMILES,HOP-92,EKVX,HOP-62,K-562,RPMI-8226,SR,MOLT-4,CCRF-CEM
CC(C)=CCCC(C)c1ccc(C)c2c1OCN(CCCCCO)C2 (stereo unspecified),28,102,93,31,77,67,67,96
O=C1C=CC(=O)N1c1ccc(Cc2ccc(N3C(=O)C=CC3=O)cc2)cc1,90,109,91,66,82,93,22,89
Nc1nc(Cl)c2[nH]c(Cl)nc2n1,106,97,73,103,106,103,101,101
O=C(O)CCCCCCCCCCN1C(=O)/C(=C/c2cnc(-c3ccc(Cl)cc3)s2)SC1=S,-41*,-12*,36,22,75,·,20,·
CCCCCCN1C=C/C(=C\C(=O)n2ccc3ccccc32)c2ccccc21,83,36,90,32,13,54,62,55
COc1ccc2[nH]c3c(c(=O)c2c1)CCCC3,98,·,103,102,100,·,100,·
c1ccc(C[Si](Cc2ccccc2)(Cc2ccccc2)Cc2ccccc2)cc1,110,108,98,105,73,76,86,95
NC(=O)SCC(=O)NNc1ccccc1,92,99,94,101,105,111,111,90
O=[N+]([O-])c1ccc(C(c2ccc([N+](=O)[O-])cc2)[n+]2ccccc2)cc1,80,99,98,106,83,96,104,89
CCN1CCN(CC(=O)Nc2nc3ccc(N)cc3s2)CC1,98,101,106,102,103,108,102,102
CCC1(C)OC(=O)NC1=O (stereo unspecified),93,101,71,92,97,115,112,83
